High-throughput results: PubChem, Broad Institute
esBAF inh: inhibitors of esBAF chromatin remodeling in mouse ES cells; Bmi1-luciferase knock-in reporter, 24 h; 100% = twice the neutral-well signal; reporter increase, % at 12.5 µM; 350,000 tested, 2% active; in the data active = activation above about 40%;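 also: 0% = median of the plate's neutral control wells and 100% = double that signal; a rise in the Bmi1 reporter signal indicates esBAF inhibition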
Casp6 inh: caspase-6 (human) enzyme inhibition; 350,000 tested, 0.53% active; P55212; inhibition, % at 12.5 µM; purified caspase-6, Z-VEID-R110 cleavage fluorescence; AID 686996;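 active = mean inhibition across replicates at least about 35%, with every replicate also reaching that limit, limit read from the data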;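 also: 0% = median of neutral control wells and 100% = no fluorescence left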
Target sequence (P55212 24-179 limits assumed): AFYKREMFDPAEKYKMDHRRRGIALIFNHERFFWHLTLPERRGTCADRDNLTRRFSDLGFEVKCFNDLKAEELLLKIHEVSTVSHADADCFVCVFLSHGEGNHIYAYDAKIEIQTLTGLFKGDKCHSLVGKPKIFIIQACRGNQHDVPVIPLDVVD
Target sequence (P55212 194-293 limits assumed): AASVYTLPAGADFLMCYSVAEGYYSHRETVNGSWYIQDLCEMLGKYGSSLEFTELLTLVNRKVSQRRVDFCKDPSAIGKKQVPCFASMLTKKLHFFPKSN
PglD DTNB: inhibitors of Campylobacter jejuni PglD acetyltransferase. inhibition, % at 12.5 µM. 360,000 tested, 0.098% active. purified PglD enzyme, DTNB colorimetric CoA detection; in the data active = inhibition above about 16%, passing the limit was not always enough; also: strong numbers were not always called active
E-sel inducer: induces E-selectin expression in human endothelial cells; HUVEC E-selectin immunofluorescence imaging; normalized: neutral wells 0, TNF-alpha wells 100; AID 686992; 260,000 tested, 0.37% active; activation, % at 7.58 µM;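 active = mean E-selectin-positive cell signal at least 10% of the positive control, reached in at least 60% of replicates, without over 20% cell loss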;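 also: in these data hits start at about 27%; measured in HUVEC primary endothelial cells; signal is the percent of cells scored E-selectin positive by PE staining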
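Test system: HUVEC; input: 3,000 HUVEC/well; measured by: immunofluorescence imaging; read-out: % PE-positive cells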
ARNT TACC3 PPI: disrupts binding between human ARNT and TACC3; inhibition, % at 9.99 µM; AID 623870; AlphaScreen His-ARNT PAS-B/GST-TACC3 binding, luminescence; TACC3 fragment carries E629A point mutation; Q9Y6A5; 390,000 tested, 0.66% active;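 active = mean inhibition of replicates at least 50% and at least half of replicates each reaching 50%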;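 also: 0% = complete ARNT plus TACC3 wells and 100% = ARNT alone without TACC3; many hits fall short of the cut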
ERp5 block: blocks human ERp5 reductase activity on insulin; ERp5 insulin aggregation, absorbance 650 nm, 90 min; inhibition, % at 9.99 µM; 350,000 tested, 0.05% active; AID 651711;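 active = mean replicate inhibition above about 25%, with every replicate also reaching it, limit read from the data, passing the limit was not always enough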
Target sequence (Q15084 whole entry, looked up): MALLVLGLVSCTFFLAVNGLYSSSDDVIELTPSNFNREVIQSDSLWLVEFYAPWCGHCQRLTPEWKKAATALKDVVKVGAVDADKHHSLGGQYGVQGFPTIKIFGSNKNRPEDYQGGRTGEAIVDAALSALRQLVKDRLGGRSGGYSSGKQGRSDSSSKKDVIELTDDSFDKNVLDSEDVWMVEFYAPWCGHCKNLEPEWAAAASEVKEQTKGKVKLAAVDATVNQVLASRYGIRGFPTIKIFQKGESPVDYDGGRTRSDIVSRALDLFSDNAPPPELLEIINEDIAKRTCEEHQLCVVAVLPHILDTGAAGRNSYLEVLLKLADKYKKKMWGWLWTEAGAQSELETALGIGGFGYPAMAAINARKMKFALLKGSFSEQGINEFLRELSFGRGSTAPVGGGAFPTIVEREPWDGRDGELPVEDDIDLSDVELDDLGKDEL
RAD52 anneal inh: inhibitors of human RAD52 DNA annealing. recombinant RAD52 DNA annealing, FRET fluorescence. inhibition, % at 18.7 µM. 360,000 tested, 0.46% active;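 active = every replicate showing at least 50% inhibition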
RAD54 inh: inhibitors of human RAD54 branch migration. Q92698. RAD54 Holliday junction branch migration, FAM/BHQ fluorescence. inhibition, % at 10.4 µM. 360,000 tested, 0.14% active;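 active = mean normalized replicate activity at least 40 and at least half of replicates scoring 40 or more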;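 also: 0% = median of neutral control wells and 100% = median of positive control wells; inhibitors cause a drop in the FAM fluorescence signal; in these data hits start at about 50%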
An asterisk follows results filed as active; · = no result given.

SMILES	esBAF inh	Casp6 inh	PglD DTNB	E-sel inducer	ARNT TACC3 PPI	ERp5 block	RAD52 anneal inh	RAD54 inh
COCCSc1nnc(NC(=O)C2CC(=O)N(c3ccc(Cl)cc3)C2)s1 (centres undefined)	·	1	·	·	-9	5	-28	·
CCCCn1nnnc1C(c1cc2ccccc2o1)N(Cc1ccccc1)Cc1ccccc1 (centres undefined)	·	4	·	-0.9	·	8	-11	·
Brc1ccc(/C=N/Nc2nncc(-c3ccccc3)n2)o1	·	-2	·	9.2	·	1	-8	·
CCCNC(=O)c1cc(C2CCCCN2C(=O)c2ccccc2)on1 (centres undefined)	3	-4	-2	-0.3	·	-1	-8	-14
C[C@@H]1CN([C@H](C)CO)C(=O)c2cc(NC(=O)c3ccccc3)ccc2O[C@@H](C)CCCCO[C@H]1CN(C)C(=O)c1ccccc1	·	-4	2	·	-2	-3	1	0
Cc1cccc(C)c1NC(=O)C1(N(Cc2ccco2)C(=O)CC2NC(=O)NC2=O)CCCC1 (centres undefined)	4	·	-1	·	-6	·	·	-2
Cn1c(CCC(=O)Nc2ccc(F)cc2)nc2cc(S(=O)(=O)N3CCOCC3)ccc21	-1	1	4	1.7	-2	-2	-15	0
COc1ccc(-n2ncc(C(=O)NC3CC3)c2C2CCN(C(=O)OC(C)(C)C)CC2)cc1	·	3	·	0.3	-4	3	-11	·
C[C@H]1CCCCO[C@H](CN(C)S(=O)(=O)c2ccccc2)[C@@H](C)CN([C@@H](C)CO)C(=O)c2cc(NS(=O)(=O)c3cccs3)ccc2O1	4	-1	1	·	4	2	-38	-7
CC(C)C[C@@H](CN)NC(=O)c1nc[nH]c1C(=O)N[C@@H](C)C(=O)CNC[C@H](CC(C)C)NC(=O)c1nc[nH]c1C(=O)N[C@@H](Cc1ccccc1)C(=O)O	-1	12	-7	1.9	-3	1	-1	-19
CC(NC(=O)C1CCN(C(=O)[C@@H]2Cc3ccccc3CN2)CC1)c1ccccc1 (some centres undefined)	4	0	-3	1.0	-2	-4	0	0
COc1ccc(NS(=O)(=O)c2cccc(C(=O)NNC(=O)c3ccc(C)o3)c2)cc1	-3	3	6	-0.8	4	-4	-17	3
CCOc1ncccc1C(=O)OCC(=O)Nc1ccc(C)c(S(=O)(=O)N2CCOCC2)c1	·	0	·	·	-4	4	-14	·
CNC[C@@H]1Oc2ccc(NC(=O)Nc3ccccc3)cc2C(=O)N([C@H](C)CO)C[C@H]1C	-4	3	4	-2.4	5	12	-6	5
O=C(N/N=C/c1ccc(Cl)cc1Cl)c1ccc2nc[nH]c2c1	28	0	10	·	1	7	-7	12

Three compounds out of the list above, sorted by the value under PglD DTNB, falling.
SMILES | esBAF inh | Casp6 inh | PglD DTNB | ARNT TACC3 PPI | ERp5 block | RAD52 anneal inh
C[C@H]1CCCCO[C@H](CN(C)S(=O)(=O)c2ccccc2)[C@@H](C)CN([C@@H](C)CO)C(=O)c2cc(NS(=O)(=O)c3cccs3)ccc2O1 | 4 | -1 | 1 | 4 | 2 | -38
CCCNC(=O)c1cc(C2CCCCN2C(=O)c2ccccc2)on1 (centres undefined) | 3 | -4 | -2 | · | -1 | -8
CC(NC(=O)C1CCN(C(=O)[C@@H]2Cc3ccccc3CN2)CC1)c1ccccc1 (some centres undefined) | 4 | 0 | -3 | -2 | -4 | 0

Single entries from the entries so far:
`CC(C)C[C@@H](CN)NC(=O)c1nc[nH]c1C(=O)N[C@@H](C)C(=O)CNC[C@H](CC(C)C)NC(=O)c1nc[nH]c1C(=O)N[C@@H](Cc1ccccc1)C(=O)O` @ esBAF inh: -1
`CCCCn1nnnc1C(c1cc2ccccc2o1)N(Cc1ccccc1)Cc1ccccc1` (centres undefined) @ Casp6 inh: 4

The listing picks up; the three compounds before the break are reprinted first.
SMILES	esBAF inh	Casp6 inh	PglD DTNB	E-sel inducer	ARNT TACC3 PPI	ERp5 block	RAD52 anneal inh	RAD54 inh
CCOc1ncccc1C(=O)OCC(=O)Nc1ccc(C)c(S(=O)(=O)N2CCOCC2)c1	·	0	·	·	-4	4	-14	·
CNC[C@@H]1Oc2ccc(NC(=O)Nc3ccccc3)cc2C(=O)N([C@H](C)CO)C[C@H]1C	-4	3	4	-2.4	5	12	-6	5
O=C(N/N=C/c1ccc(Cl)cc1Cl)c1ccc2nc[nH]c2c1	28	0	10	·	1	7	-7	12
CCn1nc(C(C)C(=O)O)c2ccccc2c1=O (centres undefined)	3	2	-2	1.8	-2	4	-19	-13
O=C(Nn1cnnc1)c1ccc(F)cc1	-8	-1	4	·	-11	2	-11	6
COc1ccccc1NC(=O)COc1cccc2c1CCNC2=O	·	-3	-3	·	10	2	1	-17
Cc1nonc1OCC(C)(COc1nonc1C)NC(=O)c1ccccc1	2	·	0	·	2	·	·	-4
COCCN(C(=O)COC(=O)CCc1ccccc1OC)c1c(N)n(Cc2ccccc2)c(=O)[nH]c1=O	-1	-1	6	·	-26	0	-14	-1
O=C(COC(=O)CNC(=O)c1ccc(Cl)cc1)Nc1ncc(C(F)(F)F)cc1Cl	·	2	·	·	-14	3	-45	·
CC(C)NC(=O)Nc1ccc2c(c1)C(=O)N([C@@H](C)CO)C[C@@H](C)[C@@H](CN(C)S(=O)(=O)c1cn(C)cn1)O2	-3	1	0	-0.1	-2	1	10	3
CN(C)c1cc2c(c(N(C)C)c1)C(=O)c1ccccc1C2=O	16	·	7	·	13	·	·	8
CC(C(=O)N1CCOCC1)N1c2cccc3cccc(c23)S1(=O)=O (centres undefined)	1	·	-4	·	-2	·	·	-1
O=C1Nc2ccccc2C1=Nc1ccc2[nH]c3ccccc3c2c1	·	-3	·	·	8	0	20	·
Brc1ccc(-c2cn3c(n2)CCc2ccc4cccnc4c2-3)cc1	-5	·	-8	·	47*	·	·	-8
CN(C(=O)c1cccs1)C1(C)CCS(=O)(=O)C1 (centres undefined)	-3	-7	-6	·	-1	1	6	-2
CC(=O)N1N=C2c3ccccc3CCC2C1c1cccs1 (centres undefined)	·	16	-4	1.8	·	4	-3	-3
C[C@@H]1CN([C@H](C)CO)S(=O)(=O)c2ccc(C#Cc3ccncc3)cc2O[C@H]1CN(C)S(=O)(=O)c1ccc(F)cc1	17	0	-1	·	1	6	-115	-9
COc1ccccc1C(=O)Nc1ccc2c(c1)C(=O)N(C)C[C@H](OC)[C@H](C)CN(C(C)=O)[C@@H](C)CO2	7	0	1	1.4	-7	0	-14	-9
CCN1CCN(CCCNC(=O)CNC(=O)c2nn(-c3ccc(OC)cc3)c(=O)c3ccccc23)CC1	-8	-14	-1	0.2	·	-1	-5	0
Cc1ccc(S(=O)(=O)Nc2ccc3c(c2)CC(=O)N([C@@H](C)CO)C[C@H](C)[C@H](CN(C)Cc2ccc(C(=O)Nc4ccccc4N)cc2)O3)cc1	-19	·	1	4.8	9	4	-6	-10

Complete entries as entered above. Order of values: esBAF inh | Casp6 inh | PglD DTNB | E-sel inducer | ARNT TACC3 PPI | ERp5 block | RAD52 anneal inh | RAD54 inh
CCN1CCN(CCCNC(=O)CNC(=O)c2nn(-c3ccc(OC)cc3)c(=O)c3ccccc23)CC1 reads -8 | -14 | -1 | 0.2 | · | -1 | -5 | 0
Brc1ccc(-c2cn3c(n2)CCc2ccc4cccnc4c2-3)cc1 reads -5 | · | -8 | · | 47* | · | · | -8

This is a random part of the collection. About 3.2% of those tested had a hit in this group.
